HSP90 inh: blocks HSP90-mediated luciferase refolding in reticulocyte lysate | AID 1789 | inhibition, % at 5.6 µM | actives 0.91% (n = 290,000) | Rabbit reticulocyte lysate, luciferase refolding luminescence, 3 h;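 active = inhibition above the screen-wide mean plus 3 SD, computed separately per campaign, cut at about 16% in these data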;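 note: 0% = DMSO wells and 100% = 60 µM geldanamycin wells; inhibitors lower the luminescence because luciferase stays unfolded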
GSK3beta inhib: human GSK3beta kinase inhibition; P49841; GST-GSK3beta kinase, ADP-Glo luminescence, 60 min; hits give low values; activity score (negative = inhibition), % at 10 µM; actives 0.038% (n = 300,000); AID 2097;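 active = more than half of replicate wells score below -50%, meaning over 50% inhibition versus plate controls; inconclusive = some replicates but at most half score below -50%; inactive = no replicate scores below -50%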;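 note: 0% = median DMSO wells and -100% = median GW8510 positive control wells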
Target sequence (P49841 whole entry, looked up): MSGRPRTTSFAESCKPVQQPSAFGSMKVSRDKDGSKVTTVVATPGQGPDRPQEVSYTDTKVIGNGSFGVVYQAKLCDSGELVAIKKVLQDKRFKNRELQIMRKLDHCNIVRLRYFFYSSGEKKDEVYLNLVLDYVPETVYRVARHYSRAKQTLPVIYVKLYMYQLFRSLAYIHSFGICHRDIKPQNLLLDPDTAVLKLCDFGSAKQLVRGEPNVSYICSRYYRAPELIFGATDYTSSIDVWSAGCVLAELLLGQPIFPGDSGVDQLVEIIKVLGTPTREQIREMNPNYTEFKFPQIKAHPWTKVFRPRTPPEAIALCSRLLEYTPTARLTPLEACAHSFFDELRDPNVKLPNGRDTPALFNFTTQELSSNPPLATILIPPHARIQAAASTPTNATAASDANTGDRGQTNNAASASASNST
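Test system: GST-fused GSK3beta enzyme, cell-free | Quantity: 1.6 ng GST-GSK3beta enzyme per well | Reagent: 25 µM ATP with peptide substrate | Schedule: 60 min enzyme reaction, room temperature | Signal: Luminescent ADP-Glo measurement of ADP formed | Read-out basis: Score relative to plate controls | Control set: DMSO and 20 µM GW8510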
GSK3A inh: human GSK-3 alpha kinase inhibition | P49840 | ADP-Glo luminescence, 60 min | inhibition, % at 10 µM | actives 0.1% (n = 320,000) | AID 2650;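 in the data active = inhibition above about 50%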;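 note: GST-tagged GSK-3 alpha with peptide substrate and 25 µM ATP; 0% = DMSO neutral wells and 100% = GW8510 positive control wells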
Target sequence (P49840 whole entry, looked up): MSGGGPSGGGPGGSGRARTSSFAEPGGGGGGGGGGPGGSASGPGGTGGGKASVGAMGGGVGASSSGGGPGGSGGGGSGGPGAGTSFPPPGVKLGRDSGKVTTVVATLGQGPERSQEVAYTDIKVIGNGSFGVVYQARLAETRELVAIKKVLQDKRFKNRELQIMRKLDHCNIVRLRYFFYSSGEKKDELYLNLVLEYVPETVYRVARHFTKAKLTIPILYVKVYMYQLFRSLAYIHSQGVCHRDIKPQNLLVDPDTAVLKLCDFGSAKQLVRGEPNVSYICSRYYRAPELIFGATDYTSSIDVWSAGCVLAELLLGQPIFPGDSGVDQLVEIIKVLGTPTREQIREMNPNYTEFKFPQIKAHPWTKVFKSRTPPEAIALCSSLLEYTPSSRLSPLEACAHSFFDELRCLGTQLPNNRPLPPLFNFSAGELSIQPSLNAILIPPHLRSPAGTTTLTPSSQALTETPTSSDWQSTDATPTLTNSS
aSyn 5UTR inh: 5' untranslated region of α-synuclein, MLPCN primary screen; alpha-synuclein 5'UTR reporter, inhibitor activity; inhibition, % (tested at 7.5 µM); actives 0.82% (n = 300,000); in the data active = inhibition above about 60%; inconclusive = no clear call, values can overlap the other calls;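 note: H4 neuroglioblastoma cells stably carrying SNCA 5'UTR luciferase fusion; 0% = DMSO wells and 100% = positive control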
KLF5 inhibitor: kruppel-like factor 5 inhibition. AID 1700. inhibition, % at 5 µM. actives 0.23% (n = 290,000). DLD-1 KLF5 promoter-luciferase reporter, luminescence;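 active = inhibition above a per-plate limit of that plate's mean compound inhibition plus 3 SD, cut at about 60% in these data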;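 note: 0% = DMSO wells and 100% = LY294002 at 200 µM; higher means less KLF5 promoter-driven luciferase light; inactives centre near -14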
HSF1 activator: increases HSF-1 driven luciferase reporter signal | NIH3T3-HGL HSF-1 luciferase reporter, MG132, 8 h; 100% = twice DMSO control signal | activation, % at 9 µM | actives 1.7% (n = 300,000) | AID 504408;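 active = mean replicate activation of at least 50% with a set share of replicates each reaching 50%; inconclusive = only one of those two conditions met; inactive = mean below 50% and too few replicates reaching it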;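 note: 0% = median of the neutral control wells and 100% = twice that signal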
PolyA inh: yeast polyadenylation inhibition; S. cerevisiae SKY197-pL101 polyadenylation reporter, beta-gal luminescence; efflux-impaired pdr1/pdr3 knockout yeast; score 100 = 6 SD above DMSO; calls only at 12 µM; actives 0.02% (n = 300,000); AID 1875;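 active = lowest replicate activity score at least 50, where 100 means six control SD above control mean; inconclusive = lowest score under 50 but half or more replicates reach 50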;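 note: yeast exposed to compound for 9 h at 30 °C; higher score means more reporter readthrough which indicates perturbed polyadenylation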
HSF1 inhib: HSF1 inhibition | NIH3T3-HGL HSE-luciferase, MG132-induced, luminescence 8 h; hits give low values | actives 0.77% (n = 300,000) | activity change, negative = inhibition, % at 7.5 µM (by protocol) | AID 2098;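 active = more than half of replicate wells show activity change below -50%, luminescence cut by over half; inconclusive = some wells, but at most half, below -50%; inactive = no replicate well below -50%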;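 note: luciferase reports HSF-1 transcriptional activity via heat shock element; 0% = median of DMSO wells and -100% = zero luminescence signal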
IEC-6 cytotox: counter-screen for KLF5 inhibitors: cytotoxicity in IEC-6 cells. inhibition, % at 5 µM. actives 0.78% (n = 290,000). IEC-6 cytotoxicity, luminescence viability; in the data active = inhibition above about 22%;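 note: 0% = plate median of test compound wells and 100% = cytotoxic reference compound wells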
AI-2 QS modul: modulates the Vibrio harveyi AI-2 quorum sensing system. Vibrio harveyi JMH597 AI-2 luminescence/OD600 ratio, 9 h; hits give low values; strain lacks LuxN and CqsS sensors; 0 = neutral-control median. activity change, % at 7.5 µM. actives 0.4% (n = 300,000). AID 2094; in the data active = activity change below about -75%, passing the limit was not always enough; inconclusive = no clear call, values can overlap the other calls;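 note: luminescence divided by OD600 gain over 9 h not by final OD600 alone; inactives centre near 13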
Active calls of the source: *; i = inactive; ? = inconclusive; / = no result given. Only part of the results is shown, so the mix of outcomes need not match the whole.

SMILES | HSP90 inh | GSK3beta inhib | GSK3A inh | aSyn 5UTR inh | KLF5 inhibitor | HSF1 activator | PolyA inh | HSF1 inhib | IEC-6 cytotox | AI-2 QS modul
C=CCc1ccccc1OCC(O)CN1C(=O)c2ccccc2C1=O (stereo unspecified) | -5 | 2 | -4 | 3 | -10 | 1 | i | 6 | -3 | 5
CCOc1cccc(C(=O)Nc2cccc(C(=O)NC(C)(C)C)c2)c1 | -4 | -10 | 0 | 10 | 9 | -3 | i | -1 | 7 | 3
CCC(CC)C(=O)N1CCN(c2ccccc2)CC1 | 1 | 0 | -2 | -16 | -25 | -8 | i | -12 | 4 | 15
CCO[C@@H]1OC(C(=O)O)=C[C@H](c2coc3ccccc3c2=O)[C@H]1CCCO | 5 | 1 | 0 | -7 | -12 | 1 | i | -3 | 7 | 18
CNCCCOc1cc(C)cc(C)c1C | 7 | -26 | 2 | 4 | 12 | 11 | i | -8 | 11 | 11
CCCN1CCC(=O)N(CCSc2ccc(OC)cc2)CC1 | / | -1 | -2 | -41 | / | -19 | i | 1 | / | 8
N#CC1=C(Nc2ccccc2)SC=C(c2ccc(Cl)c(Cl)c2)N=C1N1CCOCC1 | 0 | 2 | 0 | 26 | 12 | 5 | i | 6 | 1 | 15
CC(C)CCn1c(=O)c2ccccc2n2c(=S)[nH]nc12 | -3 | 1 | 10 | 24 | 5 | 5 | i | 1 | 4 | 23
Cc1nc(N)sc1C(=O)NN | 2 | -1 | 20 | -19 | -64 | 21 | i | 14 | 6 | 14
CCS(=O)(=O)Nc1ccc(C(=O)CC2(O)C(=O)Nc3ccc(Br)cc32)cc1 (stereo unspecified) | -4 | 2 | -4 | -26 | -7 | -6 | i | 7 | 6 | 13
O=C1CSC(c2ccccc2)N1c1ccc([N+](=O)[O-])cc1 (stereo unspecified) | -1 | 2 | -4 | 10 | 2 | 13 | i | 4 | 4 | 13
Cc1cc(C)nc(SCC(=O)Nc2ncccn2)n1 | -3 | -2 | -1 | 9 | 9 | 0 | i | -5 | -4 | 4
NC12NC(=O)C3(O)C4C5CC(C6C5C3C61)C42 (stereo unspecified) | 3 | -24 | -1 | -31 | -13 | 1 | i | -3 | -2 | 39
CCC(=O)NCc1c(Cl)cccc1-n1cccc1 | 8 | 6 | / | 3 | -14 | -6 | i | -4 | 0 | 36
CCC(=O)c1ccc(N2CCN(C(=O)c3ccccc3Br)CC2)c(F)c1 | 3 | -3 | -2 | -7 | -15 | 11 | i | -9 | 2 | 10
COc1ccc(CCN=C(N)NS(=O)(=O)c2ccc(C)cc2)cc1OC | 2 | 2 | -3 | 10 | 7 | 10 | i | 0 | 6 | 23
O=C(Nc1cccc(Br)c1)c1ccc(CN2CCc3ccccc3C2)cc1 | 2 | 2 | -1 | -61 | -48 | 30 | i | 12 | -1 | -6
CC(=O)c1c(O)cc(=O)n(-c2ccccc2)c1-c1cccc2ccccc12 | -7 | -2 | 0 | 5 | -21 | -5 | i | -7 | -3 | 16
NC(=O)CC(NC(=O)Cc1ccc(Br)cc1)c1ccc(NCc2ccccn2)c([N+](=O)[O-])c1 (stereo unspecified) | / | -1 | 2 | -10 | / | 0 | i | -3 | / | 30
C/C(=N/OC(=O)c1ccccc1Br)c1ccc(C)cc1 | 0 | 1 | -3 | -19 | -35 | 49 | i | 34 | 6 | -24
Cc1cc(-n2[nH]c(C)c(C)c2=O)nc(-c2ccccc2O)n1 | 3 | 0 | 1 | -1 | -3 | 9 | i | 0 | -2 | -5
CCCC(c1nnnn1CCOC)N1CCN(Cc2ccccc2)CC1 (stereo unspecified) | 2 | 2 | -1 | 2 | -23 | 7 | i | 0 | 4 | 12
COC(=O)CSc1nnc(CNC(=O)c2ccccc2OC)n1C | -2 | 0 | 4 | -1 | 24 | -8 | i | -4 | -1 | 13
CC(C)CNC(=O)c1cccc(Cn2cc(Cl)cn2)c1 | 1 | -2 | -2 | 24 | -35 | -3 | i | -3 | -1 | 18
Cc1cccc(CN2CCC(N3CC(C)OC(C)C3)CC2)c1 (stereo unspecified) | 2 | / | 1 | -5 | -11 | -1 | i | -6 | 6 | /
Cc1ccc(NC(=O)c2cccc(OCc3c(C)noc3C)c2)cc1 | 2 | 1 | -3 | -57 | -4 | 9 | i | 4 | 4 | -5
CCCc1cc(C(N)=O)c(NC(=O)c2cc(C)on2)s1 | 0 | 0 | 2 | -13 | 3 | 10 | i | 9 | 3 | -8
COc1cc(NC(=O)CSCc2cnn(-c3ccccc3)c2-n2cccc2)cc(OC)c1 | 0 | 0 | 0 | -8 | -12 | -1 | i | -2 | 2 | 5
CCc1nnc(SCC(=O)Nc2ccc(NC(C)=O)cc2)n1-n1cccc1 | / | -2 | -1 | -26 | / | 2 | i | -5 | / | -5
CCc1ccc(CN(C)Cc2nc(-c3cccc(Cl)c3)no2)nc1 | 0 | 4 | 0 | 0 | -25 | / | i | / | 11 | 17
CCOC(=O)N1CCN(C/C(C)=C/c2ccccc2)CC1 | -1 | 0 | -2 | 5 | -16 | -4 | / | 0 | 2 | 3
CN1CCN(c2ccc(C(CC(N)=O)NC(=O)Cc3cccc4ccccc34)cc2[N+](=O)[O-])CC1 (stereo unspecified) | 3 | -4 | -1 | 7 | -9 | -8 | i | -9 | 2 | 50
O=S(=O)(c1ccccc1)N(Cc1ccccn1)Cc1ccccn1 | 7 | -2 | -2 | 8 | 15 | -49 | i | -38 | -1 | 1
O=C(Nc1ccccc1C(=O)N1CCCCC1)C1CCCCC1 | 4 | 1 | -2 | -2 | -10 | -47 | i | -31 | 3 | 19
COc1ccc(-c2csc(NC(=O)Nc3ccccc3)n2)cc1 | 0 | 2 | -1 | -10 | -24 | 6 | i | 5 | -4 | 18
CC(=O)c1ccc(OCCCC(=O)N2CCN(S(=O)(=O)c3cc(C)ccc3C)CC2)cc1 | / | -1 | 0 | 7 | / | -5 | i | 0 | / | 14
O=[N+]([O-])c1ccc2c(c1)nc1n2CCN(c2ccccc2)C1 | 1 | -1 | -1 | -125 | -38 | 35 | i | 35 | 7 | 11
N#CCCN=C(NS(=O)(=O)c1ccccc1)c1ccccc1 | 3 | -6 | -3 | 29 | -15 | -3 | i | -2 | 0 | -2
Cc1ccc(S(=O)(=O)CCC(=O)NCc2ccco2)cc1 | 3 | 6 | -1 | -3 | -29 | -4 | i | -9 | -1 | -1
Cc1cc(C)cc(NS(=O)(=O)c2ccc(F)cc2)c1 | 1 | 7 | 2 | 13 | 0 | -9 | i | -3 | -1 | 0
N#CCOc1nc(N2CCOCC2)nc(N2CCOCC2)n1 | 0 | 0 | -3 | 16 | 1 | -9 | i | -6 | -1 | 9
CC1CCN(C(=O)C(Cc2ccccc2)NS(=O)(=O)c2ccc3c(c2)oc(=O)n3C)CC1 (stereo unspecified) | 1 | / | -2 | / | -22 | / | / | / | 0 | /
Cc1ccc(-c2noc(CCC(=O)Nc3ccc(C)cn3)n2)cc1 | 5 | -3 | 2 | -19 | 1 | 36 | i | -2 | 2 | 2
CC(=O)N(CCC1(C(C)C)CCOC(C)(C)C1)C(C)c1cccs1 (stereo unspecified) | -1 | 10 | -4 | 0 | 1 | -1 | i | -8 | -1 | 6
COc1ccc(C(=O)c2cc([N+](=O)[O-])ccc2N2CCOCC2)cc1 | -6 | 0 | 0 | ? | 77* | -37 | i | -32 | 85* | 9
CCCNC(=O)CSc1nc2ccccc2c(=O)n1CCC | 6 | -2 | -1 | -4 | 30 | 12 | i | -2 | 6 | 8
NS(=O)(=O)c1ccc(CNC(=O)c2cc(=O)c3ccccc3o2)cc1 | 0 | 2 | -1 | 6 | -38 | -2 | i | 3 | -2 | 25
COc1ccccc1CNC(=O)CCCNC(=O)Cn1cnc2sc(C)c(C)c2c1=O | 0 | 1 | 0 | -7 | -27 | -5 | i | -4 | -2 | 14
CCN1CCN(C(=O)CCn2c(=O)c3cccn3c3cccnc32)CC1 | -4 | -1 | 2 | 11 | -65 | -7 | i | 4 | -6 | 22
CCn1cc(C(=O)N[C@H](C(=O)NCCCN2CCOCC2)C(C)C)c(=O)c2cc3c(cc21)OCO3 | -5 | 4 | 1 | 5 | -18 | -3 | i | -3 | -2 | 12
COC(=O)Cc1ccc(NC(=S)N2CCN(CCO)CC2)cc1 | / | 1 | -3 | 7 | / | 4 | i | 1 | / | 10
CCOc1ccc(-n2c(SCC(=O)Nc3ccc(Br)cc3)nc3n[nH]c(C)c3c2=N)cc1 | 4 | -3 | -1 | 82* | 0 | 3 | i | 3 | 5 | -2
CC(C)(C)NC(=O)Cn1c(SCC(=O)NCc2cccs2)nc2ccccc21 | 4 | 0 | 0 | 9 | 0 | 14 | i | 6 | -2 | 28
CC(C)(C)NC(=O)CSc1nc(N)c(-c2ccccc2)c(=O)[nH]1 | -2 | 2 | -1 | 11 | -16 | -7 | i | 2 | -5 | 15
CCOC(=O)/C=C1\SCC(=O)N1CC(=O)Nc1ccccc1OC(F)F | 2 | 1 | 6 | 11 | 23 | 24 | i | -1 | 2 | 9
O=C(O)/C=C/C(=O)Nc1cc(F)ccc1F | -1 | -1 | 2 | -4 | 18 | -77 | i | -72* | -3 | 26
O=C(CCN1C(=O)/C(=C\c2ccccc2F)SC1=S)Nc1ccc(C(=O)O)c(O)c1 | -2 | 1 | 0 | -30 | -31 | 8 | i | -2 | -3 | 5
COc1ccc(NC(=O)CSc2ncnc3sc(C)cc23)cc1 | 4 | / | -2 | -7 | -3 | 27 | i | -2 | 5 | /
Cc1c(NC(=O)COc2cccc(Cl)c2Cl)c(=O)n(-c2ccccc2)n1C | / | 0 | -1 | -4 | / | 7 | i | -5 | / | 20
Cc1oc(-c2cccc(Cl)c2)nc1CS(=O)(=O)CC(=O)NCCN1CCCC1 | 0 | 1 | 1 | -13 | -8 | -6 | i | -2 | 6 | 50

Next part
SMILES | HSP90 inh | GSK3beta inhib | GSK3A inh | aSyn 5UTR inh | KLF5 inhibitor | HSF1 activator | PolyA inh | HSF1 inhib | IEC-6 cytotox | AI-2 QS modul
CC1(C)CC(=O)C(C2NCCc3ccccc32)=C(O)C1 (stereo unspecified) | -2 | -2 | -1 | 6 | 5 | -14 | i | 0 | 4 | 25
Cc1nc2cc3c(cc2s1)OCO3 | 5 | 0 | 1 | -4 | 4 | 6 | i | 4 | 7 | 3
CCOc1ccc(S(=O)(=O)N2CCN=C2Cc2ccccc2)cc1C | 2 | 3 | / | 30 | -32 | -2 | i | 1 | 1 | 15
CC1CCN(c2ccc(/C=N\Nc3nncn3N)cc2[N+](=O)[O-])CC1 | 60* | / | 2 | / | -29 | / | / | / | 6 | /
Cc1cccc(N(C(=O)c2ccc(CN3CCOCC3)o2)C(C(=O)NC(C)(C)C)c2ccc(F)cc2)c1 (stereo unspecified) | 4 | 2 | 1 | 11 | -4 | 64* | i | 8 | 6 | 46

Screens as filed in PubChem BioAssay.
